Compound activity deposited in PubChem BioAssay by Johns Hopkins Ion Channel Center.
KCNQ1 inh: inhibitors of human KCNQ1 channel, primary screen, cell-based, thallium flux, high-throughput | Potassium voltage-gated channel subfamily KQT member 1 (Homo sapiens), P51787 | CHO-K1 KCNQ1, FluxOR thallium flux fluorescence; hits give high values | B-score at 10 µM | hit rate 1.3% among 310,000 | AID 2642, 2010;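 active = compounds whose thallium flux B-score, printed positive for inhibition, exceeds three library SD while starting fluorescence stays within three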;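 also: channel opened by potassium depolarization with thallium stimulus after 20 min compound exposure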
ANO1 activ: TMEM16A chloride channel activators or potentiators, primary screen, cell-based, HTS; Anoctamin-1 (Mus musculus), Q8BHY3; HEK293 TMEM16A/YFP-H148Q/I152L, iodide quench fluorescence; hits give low values; B-score at 10 µM; hit rate 0.3% among 340,000; AID 623877, 2012;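 active = fluorescence-ratio B-score plate-corrected deviation score at least 3 library SD below zero, with starting fluorescence score within 5 deviations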;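 also: channel opened by trigger with iodide after compound preincubation; score built on the fluorescence ratio of max minus min over baseline; more negative score means more quench and so TMEM16A activation or potentiation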
RGS4 act: RGS4 potentiators or activators, primary screen, cell-based, HEK293 M3R inducible RGS4, calcium flux; hit rate 0.92% among 310,000; B-score at 10 µM; carbachol calcium flux Fluo4; hits give low values;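 active = B-score of the integrated calcium signal more than 4 SD below the library mean, with starting fluorescence not abnormally high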;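 also: negative B-score means reduced calcium response which marks RGS4 activation or potentiation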
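test system = M3R-expressing HEK293 line, RGS4 induced by doxycycline | probe or stimulus = carbachol at ECmax as muscarinic agonist stimulus | timing = dye loading 30 min 37 °C, buffer rest 30 min RT | signal = calcium dye Fluo4 fluorescence | evaluation = B score from integrated fluorescence ratio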
KCNK9 block: KCNK9 potassium channel inhibitors, primary screen, HEK293 cells, thallium flux. Potassium channel subfamily K member 9 (Homo sapiens), Q9NPC2. FluxOR thallium flux fluorescence; hits give low values. B-score at 10 µM. hit rate 1.2% among 310,000. AID 488922, 2010;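 active = ratio B-score over 3 SD below the library mean, with starting fluorescence within 5 SD of its mean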;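 also: negative B-score means less thallium flux so channel inhibition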
Target sequence (Q9NPC2 whole entry, looked up): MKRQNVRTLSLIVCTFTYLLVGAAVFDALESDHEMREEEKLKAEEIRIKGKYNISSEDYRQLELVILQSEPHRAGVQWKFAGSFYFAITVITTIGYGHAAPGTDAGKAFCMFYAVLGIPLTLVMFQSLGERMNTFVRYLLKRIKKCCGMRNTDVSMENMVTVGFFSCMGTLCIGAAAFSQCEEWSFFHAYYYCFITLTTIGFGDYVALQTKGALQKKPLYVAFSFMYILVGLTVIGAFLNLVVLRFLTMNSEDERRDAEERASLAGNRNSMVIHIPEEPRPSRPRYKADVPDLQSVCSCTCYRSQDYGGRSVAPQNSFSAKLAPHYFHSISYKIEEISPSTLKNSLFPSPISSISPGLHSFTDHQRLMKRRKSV
ANO1 block: TMEM16A chloride channel inhibitors, primary screen, cell-based, HTS; Anoctamin-1 (Mus musculus), Q8BHY3; HEK293 TMEM16A/YFP iodide influx fluorescence, ionomycin; normalized B-score (activity score, 25-100; higher = stronger inhibition) at 10 µM; hit rate 1.2% among 310,000;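 active = ratio plate-corrected score three or more library SD toward inhibition, starting fluorescence score within five deviations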;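 also: score derived from kinetic fluorescence span divided by baseline fluorescence per well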
RGS4 block: RGS4 inhibitors, primary screen, cell-based, HEK293 M3R inducible RGS4, calcium flux | Regulator of G-protein signaling 4 (Homo sapiens), P49798 | Fluo-4 calcium flux; hits give high values; triggered by carbachol at its EC20 | B-score at 10 µM | hit rate 0.45% among 310,000;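 active = B-score, a plate-corrected calcium signal, over three deviations above library mean, with baseline fluorescence within five deviations of library mean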;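 also: RGS4 expression induced by doxycycline in cells with stable M3 receptor; B-score is computed from the integrated fluorescence ratio over baseline after carbachol; higher B-score means a larger calcium signal and so more RGS4 inhibition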
Target sequence (P49798 whole entry, looked up): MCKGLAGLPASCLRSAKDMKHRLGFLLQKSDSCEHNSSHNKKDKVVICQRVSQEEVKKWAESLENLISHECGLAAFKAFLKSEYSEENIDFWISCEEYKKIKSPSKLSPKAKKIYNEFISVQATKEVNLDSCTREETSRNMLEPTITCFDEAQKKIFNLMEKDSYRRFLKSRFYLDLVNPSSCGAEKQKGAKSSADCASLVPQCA
MrgX1 allo act: positive allosteric modulators of MrgX1, primary screen, HEK293 cells, Fluo-4 calcium flux | Mas-related G-protein coupled receptor member X1 (Homo sapiens), Q96LB2 | FDSS; hits give high values | B-score at 10 µM | hit rate 0.63% among 310,000;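 active = plate-corrected calcium response at least 3 library SD above typical, normal starting fluorescence, not activating the receptor alone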;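 also: compound read alongside a low EC10 to EC30 dose of BAM8-22 agonist; peak minus trough fluorescence over baseline measured at the second addition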
KCNQ1 pot: potentiators or activators of KCNQ1 channel, primary screen, cell-based, thallium flux, high-throughput | B-score at 10 µM | hit rate 0.35% among 310,000 | CHO-K1 KCNQ1, thallium flux FluxOR fluorescence; hits give high values | Potassium voltage-gated channel subfamily KQT member 1 (Homo sapiens), P51787;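 active = fluorescence ratio B-score, a plate-corrected score, at least three library SD, with initial intensity B-score within 5 SD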
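System: Stable KCNQ1 CHO-K1 line | Incubation: 90 min dye loading and 20 min compound exposure, both at room temperature | Measure: Ratio B score | Medium: Assay buffer for compound exposure, DMSO matched across wells | Compound dosing: Single-concentration screen | Probe or stimulus: K+/Tl+ depolarizing stimulus | Measured by: Kinetic FluxOR fluorescence, 10 s baseline plus 110 s post-stimulus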
MrgX1 ag: agonists of human MrgX1 receptor, primary screen, HEK293 cells, Fluo-4 calcium flux; hit rate 0.44% among 310,000; Fluo-4 calcium fluorescence, agonist mode; hits give high values; Mas-related G-protein coupled receptor member X1 (Homo sapiens), Q96LB2; B-score at 10 µM; AID 588627, 2011;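 active = calcium response B-score plate-corrected fluorescence ratio at least 3 library SD, with starting fluorescence B-score inside 5 SD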
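Material: MrgX1-expressing HEK293 cells; input: 15,000 cells per well; doses: test compound given as first of three sequential additions; schedule: overnight plating before 1 h dye loading; technique: Fluo-4 NW calcium-flux fluorescence, kinetic read; evaluation: baseline-normalised fluorescence change ratio, B-scored; control set: plate-wise positive and negative controls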
KCNK3 block: human KCNK3 channel inhibitors, primary screen, CHO cells, FluxOR thallium flux, B-score; hit rate 0.84% among 340,000; B-score at 10 µM; FluxOR fluorescence; hits give low values; Potassium channel subfamily K member 3 (Homo sapiens), O14649;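 active = B-score under library mean minus 4 SD, starting fluorescence ratio at most library mean plus 5 SD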;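 also: more negative B-score means stronger inhibition of thallium flux through KCNK3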
Target sequence (O14649 whole entry, looked up): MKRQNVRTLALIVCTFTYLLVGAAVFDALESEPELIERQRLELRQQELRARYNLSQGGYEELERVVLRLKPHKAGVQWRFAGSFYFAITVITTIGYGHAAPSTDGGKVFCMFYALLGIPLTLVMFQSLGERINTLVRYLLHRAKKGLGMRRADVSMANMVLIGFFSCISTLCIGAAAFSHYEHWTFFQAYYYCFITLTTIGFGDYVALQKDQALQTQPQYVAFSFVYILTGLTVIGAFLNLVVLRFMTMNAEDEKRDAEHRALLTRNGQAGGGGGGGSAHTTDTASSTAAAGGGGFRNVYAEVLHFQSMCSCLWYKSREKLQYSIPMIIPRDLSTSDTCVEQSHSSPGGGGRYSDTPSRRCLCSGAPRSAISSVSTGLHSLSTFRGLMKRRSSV
hERG protect: hERG rescue from dofetilide block, primary screen, cell-based, CHO-hERG, FluxOR thallium flux, dofetilide IC70; AID 1511, 2009; activation (rescue from dofetilide block), less the hit threshold, % at 10 µM; hit rate 0.51% among 310,000; dofetilide IC70 present; Voltage-gated inwardly rectifying potassium channel KCNH2 (Homo sapiens), Q12809;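 active = activation above the mean of controls blocked by dofetilide plus 5 SD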;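 also: thallium influx through hERG after potassium depolarization seen as dye fluorescence rise; in these data hits start at about 4.7%; inactives centre near -7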
The depositor's hits bear a star; i = inactive; . = no result given.

SMILES | KCNQ1 inh | ANO1 activ | RGS4 act | KCNK9 block | ANO1 block | RGS4 block | MrgX1 allo act | KCNQ1 pot | MrgX1 ag | KCNK3 block | hERG protect
C=CCNC(=O)COC(=O)CNC(=O)c1cc(Cl)cc([N+](=O)[O-])c1 | i | i | i | i | i | i | i | i | i | i | -7.2
O=C(CCl)N1N=C(c2cccs2)CC1c1ccco1 (configuration not stated) | i | i | i | i | i | i | i | i | i | i | -13.4
CCOc1ccc(S(=O)(=O)n2cc(-c3ccccc3)c(N)n2)cc1 | i | i | i | i | i | i | i | i | i | i | -4.1
CN(C)S(=O)(=O)c1ccc(NC(=O)COC(=O)C2CC3CCCC(C2)C3=O)cc1 (configuration not stated) | i | i | i | i | i | i | i | i | i | i | -7.1
O=C(Nc1ccccc1)C1CCN(C(=O)c2ccc([N+](=O)[O-])cc2)CC1 | i | i | i | i | i | i | i | i | i | i | -8.3
Cc1ccc(S(=O)(=O)N(Cc2ccccc2)c2ccccc2C(=O)NCc2ccco2)cc1 | i | i | i | i | i | i | i | i | i | i | -1.5
CC(C)n1c(CNC(=O)c2ccccc2)nc2ccccc21 | i | i | i | i | i | i | i | i | i | i | -6.4
Cc1snc(S(=O)(=O)/C(C#N)=N\Nc2ccccc2)c1C#N | i | i | i | i | i | i | i | i | i | i | -9.9
NC(=O)C1CCN(c2cc(Cl)ccc2[N+](=O)[O-])CC1 | i | i | i | i | i | i | i | i | i | i | -7.9
CCCCCC1CC(CC(=O)NC(=S)Nc2ccc([N+](=O)[O-])cc2)C(=O)O1 (configuration not stated) | i | i | i | i | i | i | i | i | i | i | -11.5
COc1ccc(Cn2c(CCC(=O)Nc3ccc(C)c(C)c3)nc3cccnc32)cc1 | i | i | i | i | i | i | i | i | i | i | -9.9
O=c1c2cc(-c3ccccc3)sc2ncn1-n1cccc1 | i | i | i | i | i | i | i | i | i | i | 0.7
CCCC(=O)Nc1sc2c(c1C#N)CCCC2 | i | i | i | i | i | i | i | i | i | i | -11.2
Cc1cccc(NC(=O)c2ccc(S(=O)(=O)N3CCN(C)CC3)cc2)c1C | i | i | i | i | i | i | i | i | i | i | -3.4
CCOC(=O)CC(=O)CSc1nc2c(sc(=S)n2-c2ccc(OCC)cc2)c(=O)[nH]1 | i | i | i | i | i | i | i | i | i | i | -9.1
Cc1c(CCO)c(=O)n(C)n1C(=O)c1ccc(F)cc1 | i | i | i | i | i | i | i | i | i | i | -17.6
COc1ccc(OC)c(NC(=O)CCN2CCN(c3ccccc3)CC2)c1 | i | i | i | i | i | i | i | i | i | i | -8.1
CCOc1cc(/C=C/C(=O)c2ccc(O)cc2)ccc1OCC(=O)N(C)C | i | i | i | i | i | i | i | i | i | i | -11.1
O=C(Cn1c(=O)sc2ccccc21)N1CCOCC1 | i | i | i | i | i | i | i | i | i | i | -6.1
O=C1CC(c2ccccc2)Sc2nc(-c3ccccc3)c(-c3ccccc3)n21 (configuration not stated) | i | i | i | i | i | i | i | i | i | i | -3.8
CCOc1ccc(NC(=O)NNC(=O)COc2ccc3ccccc3c2)cc1 | i | i | i | i | i | i | i | i | i | i | 2.9
CC(NS(=O)(=O)/C=C/c1ccccc1)c1ccccc1 (configuration not stated) | i | i | i | i | i | i | i | i | i | i | -13.3
CC(OC(=O)CCc1nc2ccccc2[nH]c1=O)C(=O)c1ccccc1 (configuration not stated) | i | i | i | i | i | i | i | i | i | i | -8.7
O=C(Nc1ccc(NC(=O)c2ccncc2)cc1)c1ccncc1 | i | . | i | i | i | i | i | i | i | . | -0.8
C=CCn1c(N)cc(=O)nc1SCC(=O)Nc1cccc2ccccc12 | i | i | i | i | i | i | i | i | i | i | -3.9
CN1CCN(C(=O)C2=C[C@@H](C3CC3)C[C@@H](OCc3ccc(CO)cc3)O2)CC1 | i | i | i | i | i | i | i | i | i | i | -2.2
C(=C\c1ccccc1)/CSc1nnc(-c2cccnc2)n1Cc1ccco1 | i | i | i | i | i | i | i | i | i | i | -14.7
O=C(CSc1ccccc1)Nc1ccc(N2CCOCC2)cc1 | i | i | i | i | i | i | i | i | i | i | -11.6
CCN(CC)C(=O)Cn1cc(S(=O)(=O)CC(=O)Nc2ccc(OC)c(OC)c2)c2ccccc21 | i | i | i | i | i | i | i | i | i | i | -9.8
O=C(Nc1ccc(F)cc1)c1ccc2[nH]c(=O)c(=O)[nH]c2c1 | i | i | i | i | i | i | i | i | i | i | -6.5
COc1ccc(CC(=O)N2CCOCC2)cc1OC | i | i | i | i | i | i | i | i | i | i | -7.7
O=S(=O)(c1ccc(OCC(O)CN2CCN(c3ccccc3O)CC2)cc1)N1CCOCC1 (configuration not stated) | i | i | i | i | i | i | i | i | i | i | 0.8
CCN=c1scc(-c2ccc(F)cc2)n1/N=C/c1ccccn1 | i | i | i | i | i | i | i | i | i | i | -3.3
CCNCCNC(=O)c1c(O)c2ccccc2n(CC)c1=O | i | i | i | i | i | i | i | i | i | i | -8.2
COc1ccc(CCN2C(=NC(=O)CC(C)C)SC3CS(=O)(=O)CC32)cc1 (configuration not stated) | i | i | i | i | i | i | i | i | i | i | -2.1
O=C(COC(=O)/C=C/c1ccccc1Cl)NCCc1ccc(Cl)cc1Cl | i | i | i | i | i | i | i | i | i | i | -2.4
CCOC(=O)C1CCN(c2c(NCCN3CCN(c4ccccc4)CC3)c(=O)c2=O)CC1 | i | i | i | i | i | i | i | i | i | i | -18.0
CN(CCNC(=O)C1CCN(c2ncnc3c2nc2n3CCCCC2)CC1)Cc1ccccc1 | i | i | i | i | i | i | i | i | i | i | -8.6
Cc1ccccc1N1CCN(C2CCCN(C(=O)c3cn4cccc(C)c4n3)C2)CC1 (configuration not stated) | i | i | -9.66* | i | . | i | . | i | . | i | -25.6
O=C1Nc2ccccc2/C1=C/c1cccnc1 | i | i | i | i | i | i | i | i | i | i | -13.6
CCCCC(O)(CCCC)C(=O)NNc1ccccc1 | i | i | i | i | i | i | i | i | i | i | -5.3
CCOc1ccc(C(=O)Nc2ccc(Cl)cn2)cc1Cl | i | i | i | i | i | i | i | i | i | i | -8.2
OC(c1cccs1)(c1cccs1)C1C[N+]2(CF)CCC1CC2 (configuration not stated) | i | i | -8.38* | i | i | i | i | i | i | i | -4.5
CCCCNC(=O)c1ccc2c(c1)N(CC)C(=O)c1ccccc1S2(=O)=O | i | i | i | i | i | i | i | i | i | i | -8.3
COC(=O)[C@@H]1C[C@@]2(O)[C@H](O)[C@H](O)[C@H](O)C[C@H]2N1CC(c1ccccc1)c1ccccc1 | i | i | i | i | i | i | i | i | i | i | -3.0
CCC(=O)Nc1cccc(NC(=O)CSc2nnc(-c3ccc(NS(C)(=O)=O)cc3)n2C)c1 | i | . | i | i | i | i | i | i | i | i | -7.1
CCOC(=O)C(=NC(C)CC)NNc1cccc(C(F)(F)F)c1 (configuration not stated) | i | i | i | i | i | i | i | i | i | i | -2.8
CC(=O)c1ccc(N2CCN(S(=O)(=O)c3ccc4c(c3)CC(=O)N4C)CC2)cc1 | i | i | i | i | i | i | i | i | i | i | -3.0
Cc1cccn2c(=O)c3cc(C(=O)NCCc4ccccc4)sc3nc12 | i | i | i | i | i | i | i | i | i | i | 1.3
Cc1c(Br)c(C(=O)NNC(=O)c2ccc(C(C)(C)C)cc2)nn1C | i | i | i | i | i | i | i | i | i | i | -10.6
COc1ccc2c(c1)[nH]c1c(N3CCSCC3)ncnc12 | i | i | i | i | i | i | i | i | i | i | -18.2
COC(=O)CNC(=O)C(Cc1ccccc1)NS(=O)(=O)c1ccc2c(c1)c(=O)n(C)c(=O)n2C (configuration not stated) | i | i | i | i | i | i | i | i | i | i | -13.8
CN(C)CCN(C(=O)c1cccc(N2C(=O)CCC2=O)c1)c1nc2ccc(Br)cc2s1 | i | i | i | i | i | i | i | i | i | i | -4.8
CC(=O)Nc1ccc(C(=O)OCCC(C)C)cc1 | i | i | i | i | i | i | i | i | i | i | -8.6
O=C(COC(=O)c1ccc(Cl)nc1)Nc1cc(S(=O)(=O)N2CCCCC2)ccc1Cl | i | i | i | i | i | i | i | i | i | i | -4.5
COc1cccc(NS(=O)(=O)c2cc3[nH]c(=O)c(=O)[nH]c3cc2C)c1 | i | i | i | i | i | i | i | i | i | i | -6.9
Cn1cnnc1SCC(=O)Nc1ccc(Cl)cc1 | i | i | i | i | i | i | i | i | i | i | -11.8
CCOC(=O)C1=C(C)NC(C)=C(C(=O)OCC)C1C(=O)OCC(N)=O | i | i | i | i | i | i | i | i | i | i | -7.2
Oc1ccccc1-c1cc(-c2ccccc2)no1 | i | i | i | i | i | i | i | i | i | i | -14.6
CC(C)Cc1nc(N2CCCCC2)c(C#N)c2c1CCC2 | i | i | i | i | i | i | i | i | i | -9.61* | -10.0

Following part.
SMILES | KCNQ1 inh | ANO1 activ | RGS4 act | KCNK9 block | ANO1 block | RGS4 block | MrgX1 allo act | KCNQ1 pot | MrgX1 ag | KCNK3 block | hERG protect
CCC(C)N(C(=O)CSc1ncnc2c1cnn2-c1ccccc1)C1CCS(=O)(=O)C1 (configuration not stated) | i | i | i | i | i | i | i | i | i | i | -12.1
Cc1c(C(=O)N2CCCC2)oc2ccc(Br)cc12 | i | i | i | i | i | i | i | i | i | i | -8.9
CCN(CC(=O)Nc1ccc(OC)cc1)C(=O)COc1cccc2c1OC(C)(C)C2 | i | i | i | i | i | i | i | i | i | i | -16.4
CC(=O)Nc1ccc(S(=O)(=O)Nc2cc([N+](=O)[O-])ccc2C)cc1 | i | i | i | i | i | i | i | i | i | i | -4.1
